Screening data from PubChem.
JMJD2A Tudor inh = blocks the human JMJD2A Tudor domain. O75164. AlphaScreen JMJD2A-Tudor / H3K4me3 peptide binding. Potency, µM (doses to about 114 µM), without a hit: at the highest dose activity change, negative = inhibition, most hits filed as inhibitors. hit rate 4.4% among 390,000. AID 504339; also: % is scaled to controls: 0 for no effect and ±100 for the full control effect; nearly all actives have a fitted effect of over 50% in size
Target sequence (O75164 whole entry, looked up, the tested form may be a part): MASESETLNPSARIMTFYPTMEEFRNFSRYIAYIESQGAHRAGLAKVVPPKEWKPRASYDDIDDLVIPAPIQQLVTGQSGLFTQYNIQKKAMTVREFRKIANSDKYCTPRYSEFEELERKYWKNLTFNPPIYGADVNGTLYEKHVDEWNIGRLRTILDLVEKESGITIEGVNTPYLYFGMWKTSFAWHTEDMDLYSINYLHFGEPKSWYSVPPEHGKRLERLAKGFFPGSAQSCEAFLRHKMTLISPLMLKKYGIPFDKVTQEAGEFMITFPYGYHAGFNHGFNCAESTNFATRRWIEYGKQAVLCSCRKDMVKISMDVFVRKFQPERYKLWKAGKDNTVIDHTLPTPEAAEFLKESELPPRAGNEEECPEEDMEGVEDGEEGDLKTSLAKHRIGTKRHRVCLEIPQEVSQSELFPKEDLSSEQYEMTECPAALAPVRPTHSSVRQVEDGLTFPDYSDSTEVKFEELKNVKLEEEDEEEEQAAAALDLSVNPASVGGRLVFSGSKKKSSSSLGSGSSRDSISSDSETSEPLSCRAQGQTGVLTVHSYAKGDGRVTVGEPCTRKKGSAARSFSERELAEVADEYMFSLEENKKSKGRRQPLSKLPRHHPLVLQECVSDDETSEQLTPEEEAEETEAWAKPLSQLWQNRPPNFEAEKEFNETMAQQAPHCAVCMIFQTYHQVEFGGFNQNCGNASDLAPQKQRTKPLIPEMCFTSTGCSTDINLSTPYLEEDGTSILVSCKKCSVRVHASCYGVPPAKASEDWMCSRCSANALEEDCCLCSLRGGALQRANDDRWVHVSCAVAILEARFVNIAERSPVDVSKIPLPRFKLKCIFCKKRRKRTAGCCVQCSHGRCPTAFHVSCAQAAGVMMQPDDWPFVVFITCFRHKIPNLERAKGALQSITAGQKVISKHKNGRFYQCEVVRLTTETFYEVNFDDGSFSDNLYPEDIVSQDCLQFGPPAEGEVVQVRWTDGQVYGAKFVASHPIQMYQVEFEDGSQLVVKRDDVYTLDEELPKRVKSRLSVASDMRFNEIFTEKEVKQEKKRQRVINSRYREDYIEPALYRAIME
BLM inh = Bloom syndrome helicase (human) inhibition. recombinant BLM DNA unwinding, fluorescence dequenching. Potency, µM (titrated, usually from 56.1 µM), inactives show at the top dose activity change, negative = inhibition, actives largely listed as inhibitors. hit rate 0.2% among 350,000;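 also: plate controls were vehicle for no effect and no enzyme for full effect; nearly all actives have a fitted effect of over 35% in size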
BAZ2B block = inhibitors of human BAZ2B bromodomain; Q9UIF8; hit rate 4.4% among 360,000; AlphaScreen BAZ2B-H3K14Ac peptide displacement; AID 504333; Potency, µM (highest dose often 114 µM), without a hit: at the top dose activity change, negative = inhibition, usual class: inhibitors; also: % is scaled to controls: 0 for no effect and ±100 for the full control effect; nearly all actives have a fitted effect of over 60% in size
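BAZ2B 50 nM plus b-H3(5-23)K14Ac 50 nM, PBS pH 7.4/0.01% Tween-20, 30 min RT; compound added (max 110 uM), 30 min RT; streptavidin donor/Ni-chelate acceptor beads 10 ug/mL final, 20 min dark; AlphaScreen read.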
Pol eta inh = DNA polymerase eta (human) inhibition; hit rate 1.2% among 390,000; recombinant Pol eta, fluorescent DNA replication assay; AID 588591; Potency, µM (titrated, usually from 114 µM), inactives show at the highest dose activity change, negative = inhibition, hits mostly inhibitors; Q9Y253; also: % is scaled to controls: 0 for no effect and ±100 for the full control effect
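Fluorescent replication assay: 50 nM final substrate added after a 15 min room-temperature compound preincubation with 10 nM enzyme. Signal taken at 0 min and again at 10 min.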
APE1 inh = APE1 (human) endonuclease inhibition; P27695; Potency, µM (doses to about 65.8 µM), inactives show at the highest dose activity change, negative = inhibition, usual class: inhibitors; recombinant APE1, TAMRA/BHQ-2 abasic DNA cleavage fluorescence; hit rate 0.35% among 350,000;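 also: plate controls were vehicle for no effect and reference inhibitor for full effect; nearly all actives have a fitted effect of over 55% in size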
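Step 1: APE1 (0.75 nM) with compound, 15 min RT. Step 2: add 50 nM fluorophore/quencher THF duplex. Step 3: three fluorescence reads 60 s apart (525/598 nm); read 3 minus read 1 = reaction progress.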
POLI inh = DNA polymerase iota (human) inhibition; AID 588590; hit rate 1% among 390,000; Pol iota fluorescent replication assay, 10 min; Potency, µM (series often up to 115 µM), for the others: at the highest dose activity, negative = inhibition, most hits filed as inhibitors
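Fluorescent replication assay read twice, at 0 min and 10 min after adding 50 nM (final) substrate. Enzyme (10 nM) and compounds were first incubated 15 min at room temperature; enzyme-free buffer wells were negative controls.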
Pol beta inh = DNA polymerase beta (human) inhibition; Pol beta primer extension/strand displacement, fluorescence kinetic; Potency, µM (series often up to 114 µM), for inactives: at the top dose activity change, negative = inhibition, hits mostly inhibitors; hit rate 1.3% among 340,000; also: % is scaled to controls: 0 for no effect and ±100 for the full control effect
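Curves were derived by four-parameter Hill fits of normalized qHTS data. The kinetic fluorescent primer-extension read was taken at 0 and 10 min after 50 nM substrate, following a 15 min room-temperature preincubation of 10 nM enzyme with compounds.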
G9a block = inhibitors of human histone lysine methyltransferase G9a | Q96KQ7 | G9a H3K9 monomethylation, AlphaScreen, 2 h | Potency, µM (series often up to 102 µM), for inactives: top-dose activity, negative = inhibition, actives largely listed as inhibitors | hit rate 8.8% among 350,000 | AID 504332; also: % is scaled to controls: 0 for no effect and ±100 for the full control effect; nearly all actives have a fitted effect of over 75% in size
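Methyltransferase reactions run at room temperature for 2 h (20 nM enzyme, 500 nM biotin-H3K9 peptide, 20 uM SAM) after a 15 min compound preincubation; product detected by AlphaScreen beads and anti-H3K9me1 antibody.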
POLK inh = DNA polymerase kappa (human) inhibition | Potency, µM (top dose mostly 107 µM), inactives show at the top dose activity, negative = inhibition, most hits filed as inhibitors | AID 588579 | hit rate 0.53% among 400,000 | purified Pol kappa, fluorescent DNA synthesis assay, 10 min; also: % is scaled to controls: 0 for no effect and ±100 for the full control effect
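10 nM Pol kappa preincubated 15 min at room temperature with compounds, then reaction started with substrate at 50 nM final. Fluorescence read kinetically at 0 and 10 min; buffer-only wells served as negative control.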
The depositor's hits bear a star; ? = inconclusive; nt = not tested or not shown; [ ] = dose if it differs, or a comment. Calls follow the shape of the dose curve; as a rule, active = well fitted curve in the direction sought with a large enough effect; inconclusive = small, poorly fitted or top-dose-only effect, or another doubt; inactive = no such curve, though single readings can be large; an effect the other way counts as inactive or inconclusive. Potency is read from the fitted curve at half-maximal effect. Only part of the results is shown; the hit share may differ from the screen's.

SMILES	JMJD2A Tudor inh	BLM inh	BAZ2B block	Pol eta inh	APE1 inh	POLI inh	Pol beta inh	G9a block	POLK inh
Fc1ccccc1COc1ccc(Br)cc1CNCC1CCCO1 (configuration not stated)	-5%	5%	?	-9%	3%	-7%	15%	nt	-14%
O=C(Nc1ccccc1)C1C2CCC3C(CCC21)C3(Cl)Cl (configuration not stated)	-5%	0%	?	0%	-7%	1%	22%	-7%	-3%
C[C@]12CCC(=O)C=C1CC[C@@H]1[C@@H]2[C@@H](O)C[C@]2(C=O)[C@@H](C(=O)CO)CC[C@@H]12	-8%	nt	-2%	-10%	-7%	-24%	nt	-2%[59 µM]	-16%
CC(=O)N1CCN(CC(O)Cn2c3ccccc3c3ccccc32)CC1 (configuration not stated)	-13%	3%	3%	-9%	16%	36%[activator]	6%	7%	-5%
Cc1ccc(S(=O)(=O)Nc2ccc(Br)cc2C(NCC(=O)O)c2ccccc2)cc1 (configuration not stated)	-17%	1%	12%	-5%	7%	-1%	-15%	?	-20%
CCn1c(=O)c2sccc2n2c(CCCC(=O)N3CCN(c4ccc(F)cc4)CC3)nnc12	-11%	3%	-15%	-23%	nt	9%	32%	-5%[59 µM]	1%
O=C(CC1SC(=O)N(Cc2cccc3ccccc23)C1=O)Nc1nccs1 (configuration not stated)	-6%	-2%	-1%	-14%	-6%	-14%	2%	-7%	-6%
CCCn1ncc(CN2CCC(CO)(Cc3ccc(OC)cc3)CC2)c1C	-10%	-2%	4%	7%	0%	35%[activator]	0%	0%	-9%
Cc1oncc1C(=O)NC1CCCCC1	6%	-1%	-2%	-18%	2%	114%[activator]	-18%	17%	-1%
CCN1CCN(C(c2cccs2)C(C)NS(=O)(=O)c2ccc(C)cc2)CC1 (configuration not stated)	-3%	1%	nt	-9%	0%	6%	-9%	?	7%
COCCNC(=O)CN(C(=O)CCC(=O)Nc1ccccn1)c1ccc(C)cc1	0%	1%	3%	-12%	4%	-8%	27%	41%	-4%
O=C(CSc1nccc(=O)[nH]1)Nc1cccc(S(=O)(=O)N2CCOCC2)c1	3%	3%	9%	-18%	19%	21%	19%	-33%	4%
CCOC(=O)N1CCN(C(=O)c2cc(COc3cccc(C(F)(F)F)c3)on2)CC1	-4%	-9%	1%	-19%	-1%	3%	42%	nt	-16%
COc1ccc(CNC(=O)C(C)N(Cc2ccco2)C(=O)c2snc(C(N)=O)c2N)cc1 (configuration not stated)	-12%	-1%	-35%	-11%	-1%	11%	34%	-25%	-3%
CN(c1ccc(C(=O)NCCSCc2ccc(Cl)cc2)cc1)S(=O)(=O)c1ccccc1	-8%	1%	13%	-19%	9%	-19%	-26%	-5%[59 µM]	-18%
Cc1ccc(-c2nc3c(c(SCC(=O)Nc4ccccc4Cl)n2)Cc2c(CO)cnc(C)c2O3)cc1	12%	0%	-1%	-6%	nt	-2%	4%	5%[59 µM]	-2%
O=C(CNC(=O)c1ccc(Br)cc1)OCc1cc([N+](=O)[O-])cc2c1OCOC2	-35%	-7%	-23%	-16%	-7%	73%[activator]	0%	-29%	12%
CN(C)S(=O)(=O)c1ccc(C(=O)NCCS(=O)(=O)N2CCN(c3ccc(F)cc3)CC2)cc1	2%	-1%	-3%	-3%	15%	-1%	1%	6%	1%
Fc1ccc(C(CCCn2nnc(-c3cccnc3)n2)c2ccc(F)cc2)cc1	20%	-16%	9%	-3%	-11%	3%	-11%	4%[59 µM]	-15%
COc1ccc(/C=N/n2c(-c3ccc(C)cc3)n[nH]c2=S)cc1OC	7.9µM*	0%	-6%	-6%	2%	6%	-1%	0.4µM*	4%
O=[N+]([O-])c1cc(S(=O)(=O)Nc2ccccc2)ccc1-n1nnc2ccccc21	?	-7%	?	-7%	?	0%	38%	-48%[59 µM]	-6%
COc1ccc(/C=N/NC(=O)CCn2nc(C)cc2C)cc1	4%	3%	-17%	-22%	3%	31%	2%	19%	7%
Cc1c(C(=O)NCc2ccccn2)oc2ccc(S(=O)(=O)N3CCOCC3)cc12	-14%	-1%	6%	6%	5%	8%	2%	18%[59 µM]	-21%
CCCOc1ccc(-c2c(C(=O)N/N=C/C3CC=CCC3)nnn2-c2nonc2N)cc1 (configuration not stated)	2%	-5%	-25%	-5%	37%	14%	35%	17%	1%
Cc1cc(Nc2ccc(N(C)C)cc2)n2ncnc2n1	-15%	0%	-8%	-5%	-8%	-6%	11%	45µM*	-4%
c1ccc(-c2nnc3sc(Cc4cccs4)nn23)cc1	-25%	-14%	-23%	3%	10%	?	45µM*	?	-15%
CCOC(=O)c1c(S(=O)(=O)N2CCCC(C(=O)Nc3cc(C)ccn3)C2)c(C)n(C)c1C (configuration not stated)	-28%	-2%	-16%	-12%	nt	20%	0%	-14%[59 µM]	-5%[60.1 µM]
COC(=O)CN1C(=O)[C@@H]2[C@H](C1=O)[C@@H]1CC(C(=O)OC)=C[C@@H](C(=O)OC)[C@@H]3C1=C(C(=O)[C@@]3(C)NC(=O)c1ccccc1)[C@@H]2C	-15%	nt	nt	3%	nt	15%	nt	nt	-6%
CCC(=O)N1CCc2cc(Br)cc(S(=O)(=O)N3CCCC(C(=O)Nc4ccc(OC)c(Cl)c4)C3)c21 (configuration not stated)	-4%	-8%	-2%	-9%	nt	?	2%	-5%[59 µM]	-39%
CC(C)(C)NC(=O)C1Cc2ccccc2CN1 (configuration not stated)	-2%	1%	2%	-10%	3%	12%	4%	5%	4%
Nc1cc(N)nc(SCC(=O)NCc2ccco2)n1	0%	-2%	?	-5%	-3%	26%	-7%	-11%	-1%
COc1ccc(S(=O)(=O)NC(C)C)cc1C(=O)NC1CCCCC1	-7%	0%	7%	-14%	-10%	11%	8%	11%[59 µM]	-2%
Cc1cc(C)nc(SCC(=O)N/N=C/c2cccs2)n1	-10%	1%	2%	2%	3%	38%[activator]	1%	16%[59 µM]	-21%
COc1cccc(-c2csc(NC(=O)Oc3ccccc3)n2)c1	89µM*	-3%	?	?	0%	?	-12%	-2%	?
COc1ccc(NC2CC(=O)N(C)C2=O)cc1 (configuration not stated)	-28%	-3%	0%	1%	-7%	18%	4%	?	-26%
O=C(CSc1nnc(CNC(=O)c2c(F)cccc2Cl)o1)Nc1ccc2c(c1)OCCO2	-11%	0%	3%	-11%	-3%	-13%	3%	-2%[12.7 µM]	-4%
CCOC(=O)c1cc2c(nc1N)CC(C)(C)OC2	-3%	3%	-1%	-15%	3%	-1%	2%	-6%[59 µM]	4%
CN(/N=C/c1ccncc1)C1=NS(=O)(=O)c2ccccc21	-18%	-9%	2%[57.1 µM]	-4%	-1%	-2%	11%	?	1%
Cc1nc(C)c2c(=O)cc(-c3ccccc3)[nH]c2n1	1%	-4%	-10%	-5%	14%	14%	-11%	5%[2.33 µM]	-8%
CCN(CC)CCOC(=O)c1ccc(NC(=O)C(C)NC(=O)C23CC4CC(CC(C4)C2)C3)cc1 (configuration not stated)	-1%	-4%	6%	-21%	2%	14%	17%	8%[59 µM]	-3%
CCn1cc(S(=O)(=O)Nc2nc3ccc(OC)cc3s2)cn1	-5%	-1%	-6%	0%	-6%	3%	1%	-13%	-5%
CC(CCc1ccccc1)NC(=O)/C=C/c1ccccc1 (configuration not stated)	13%	2%	14%	-15%	12%	-3%	2%	9%[59 µM]	-10%
CCOCCCNC(=S)N(CCCN(C)C)Cc1cc2cc3c(cc2[nH]c1=O)OCCO3	-14%	-7%	-5%	-11%	24%	-16%	26%	?	-6%
Cc1noc(C)c1S(=O)(=O)N(C)C[C@H]1Oc2ccc(NS(=O)(=O)c3cn(C)cn3)cc2C(=O)N([C@H](C)CO)C[C@@H]1C	-18%	nt	nt	-2%	1%	-2%	nt	nt	-7%
Nc1ncnc2c1ncn2CCc1ccccc1	-18%	-4%	-3%	0%	5%	49%[activator]	24%	-21%[2.33 µM]	-4%

Profiles, looked up by structure. Values in the order: JMJD2A Tudor inh | BLM inh | BAZ2B block | Pol eta inh | APE1 inh | POLI inh | Pol beta inh | G9a block | POLK inh
Shown for COc1cccc(-c2csc(NC(=O)Oc3ccccc3)n2)c1 : 89µM* | -3% | ? | ? | 0% | ? | -12% | -2% | ?
Shown for Cc1ccc(-c2nc3c(c(SCC(=O)Nc4ccccc4Cl)n2)Cc2c(CO)cnc(C)c2O3)cc1 : 12% | 0% | -1% | -6% | nt | -2% | 4% | 5%[59 µM] | -2%
Shown for CCCOc1ccc(-c2c(C(=O)N/N=C/C3CC=CCC3)nnn2-c2nonc2N)cc1 (configuration not stated) : 2% | -5% | -25% | -5% | 37% | 14% | 35% | 17% | 1%
Shown for COC(=O)CN1C(=O)[C@@H]2[C@H](C1=O)[C@@H]1CC(C(=O)OC)=C[C@@H](C(=O)OC)[C@@H]3C1=C(C(=O)[C@@]3(C)NC(=O)c1ccccc1)[C@@H]2C : -15% | nt | nt | 3% | nt | 15% | nt | nt | -6%

Further records
SMILES	JMJD2A Tudor inh	BLM inh	BAZ2B block	Pol eta inh	APE1 inh	POLI inh	Pol beta inh	G9a block	POLK inh
Cc1ccc(Oc2c(C(F)(F)F)oc3c(CN4CCC(C)CC4)c(O)ccc3c2=O)cc1	-12%	-1%	5%	-16%	nt	14%	0%	8%[59 µM]	3%
Cn1cnc(S(=O)(=O)Nc2ccccc2N2CCOCC2)c1	-12%	-2%	2%	4%	4%	106%[activator]	27%	-6%	-4%
Cc1ccc(CSc2oc(-c3cccs3)nc2S(=O)(=O)c2ccc(C)cc2)cc1	-1%	-4%	41%[activator]	-17%	nt	-23%	5%	-1%[59 µM]	-7%
CCCn1c(C2CC(=O)N(c3ccc(C)cc3)C2)nc2ccccc21 (configuration not stated)	19%	-3%	-33%	-4%	5%	33%[activator]	9%	24%[0.501 µM]	-4%
CCCC(C)C(=O)Nc1ccccc1C(=O)OCC (configuration not stated)	56%[activator]	-4%	35%	-17%	-4%	4%	-8%	9%[12.7 µM]	-12%
Cc1cc(C)n(CC(O)COc2ccc(F)cc2)n1 (configuration not stated)	6%	0%	0%	-13%	12%	-11%	10%	1%[2.33 µM]	11%
COc1cc(N)c(Cl)cc1C(=O)OCC(=O)NCC1CCCCC1	-6%	nt	nt	-6%	25%	0%	nt	nt	-15%
